hiPSC survival: hiPSC single-cell survival enhancement; 360,000 compounds, 0.044% hits; survival enhancement, % at 20 µM; ATPlite luminescence; 100% = ROCK inhibitor wells, 0% = DMSO; in the data active = survival enhancement above about 18%;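 note: cells exposed to compounds for 16 hours before the ATP read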
Cardio protect: protects H9c2 cardiomyocytes from peroxide injury | H2O2 injury protection, ATPLite, 2 h | protection from H2O2 cell death, % at 20 µM | 360,000 compounds, 0.63% hits | AID 588492;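 active = compounds giving at least 50% protection of heart cells from peroxide-induced death in the single-dose screen, raw or plate-pattern-corrected value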;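 note: 0% = DMSO wells with peroxide and 100% = DMSO wells without peroxide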
N-glyco inh: blocks N-linked glycosylation in D54 reporter cells; D54 ERlucT glycosylation luciferase reporter, 24 h; percent of 100 nM tunicamycin response; reporter increase, % at 12.5 µM; 360,000 compounds, 0.23% hits; AID 588692;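 active = mean luciferase reporter signal, scaled so untreated is 0 and the glycosylation-blocking control 100, at or above a set limit in every replicate; inconclusive = mean reaches the limit but not every replicate does; inactive = mean below the limit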;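 note: luciferase carries N-glycosylation sites so blocking glycosylation raises the light; 0% = median of neutral control wells and 100% = median of 100 nM tunicamycin wells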
ABCB6 inh MLPCN: blocks the human ABCB6 transporter; Q9NP58; K562-ABCB6 porphyrin accumulation, flow cytometry, 1 h; hits give low values; fluorescence ratio to DMSO, % at 10 µM; 360,000 compounds, 0.19% hits; AID 602162;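 active = fluorescence ratio to DMSO below 75%, the collection mean minus 3 SD; inconclusive = too few cells collected in the well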;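 note: signal is porphyrin accumulated inside mitochondria; 100% equals median channel fluorescence of DMSO control wells; lower ratio means ABCB6 inhibition with less porphyrin fluorescence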
Granule exo inh: blocks lytic granule exocytosis. TALL-104 LAMP-1 surface exposure, flow cytometry; cells stimulated with thapsigargin and PMA. inhibition, % at 10 µM. AID 651702. 360,000 compounds, 0.66% hits;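 active = inhibition above about 55%, limit read from the data; inconclusive = no clear call, values can overlap the other calls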
MC4R antag cAMP: antagonists of human melanocortin 4 receptor (MC4R). P32245. 360,000 compounds, 0.48% hits. inhibition, % at 6.5 µM. MC4R-expressing cells, MTII-stimulated cAMP, LANCE TR-FRET. AID 540295;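 active = inhibition above its plate's cutoff, the mean of tested wells on that plate plus 3 SD, cut at about 29% in these data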;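 note: 0% = Melanotan II alone and 100% = Melanotan II plus saturating MCL0020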
Target sequence (P32245 whole entry, looked up): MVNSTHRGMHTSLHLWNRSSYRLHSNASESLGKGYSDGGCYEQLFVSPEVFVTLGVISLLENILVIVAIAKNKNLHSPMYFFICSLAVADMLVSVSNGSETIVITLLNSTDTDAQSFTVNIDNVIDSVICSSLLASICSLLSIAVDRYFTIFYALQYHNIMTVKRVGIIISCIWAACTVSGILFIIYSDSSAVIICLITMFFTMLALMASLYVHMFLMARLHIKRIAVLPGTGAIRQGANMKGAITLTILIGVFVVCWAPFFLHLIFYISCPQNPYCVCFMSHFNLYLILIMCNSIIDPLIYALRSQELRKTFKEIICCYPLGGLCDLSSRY
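system = U2OS cells with stable human MC4R expression | also added = Melanotan II challenge after compound preincubation | dosing = one concentration, 6.5 µM nominal | incubation = compound 30 min, challenge 1 h, detection 1 h | measured by = TR-FRET with Eu-cAMP and labeled anti-cAMP, 671 nm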
ABHD5-PLIN5 inh: inhibitors of human ABHD5-perilipin-5 interaction; Q00G26+Q8WTS1; Split G. princeps luciferase complementation, luminescence, 4 h; inhibition, % at 4 µM; 360,000 compounds, 0.78% hits;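 active = inhibition above the mean inhibition across every tested compound plus 3 SD, cut at about 22% in these data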;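 note: 0% = DMSO only wells and the 100% control is not disclosed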
MC4R ag barr: activates human MC4R beta-arrestin recruitment | activation, % at 8.9 µM | U2OS MC4R beta-arrestin complementation, luminescence; percent of melanotan II response, DMSO zero | P32245 | 360,000 compounds, 0.98% hits;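 active = activation above a per-plate cutoff, the mean activation of sample wells on that plate plus 3 SD, cut at about 8% in these data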
aDG glyco act: increases alpha dystroglycan glycosylation | Pro5-aDG cells, alpha-DG glycosylation AlphaScreen (IIH6); 0% Pro5, 100% B10-LARGE cell signal | activation, % at 10 µM | 360,000 compounds, 0.22% hits;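 active = activation of at least 8% versus controls, or a plate z-score of at least 8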;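 note: Pro5 are CHO cells carrying HIG-tagged alpha-DG that lacks glycosylation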
HTR2A ag: agonists of mouse serotonin 5-HT2A receptor (HTR2A). P35363. CHO-K1 mHTR2A beta-arrestin complementation, luminescence; percent of 30 µM serotonin response. activation, % at 7.6 µM. 360,000 compounds, 0.66% hits. AID 624169;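 active = activation above a run cutoff, the mean activation of all tested compounds plus 3 SD, cut at about 14% in these data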;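 note: 0% = plate median of compound wells and 100% = 30 µM serotonin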
Target sequence (P35363 whole entry, looked up): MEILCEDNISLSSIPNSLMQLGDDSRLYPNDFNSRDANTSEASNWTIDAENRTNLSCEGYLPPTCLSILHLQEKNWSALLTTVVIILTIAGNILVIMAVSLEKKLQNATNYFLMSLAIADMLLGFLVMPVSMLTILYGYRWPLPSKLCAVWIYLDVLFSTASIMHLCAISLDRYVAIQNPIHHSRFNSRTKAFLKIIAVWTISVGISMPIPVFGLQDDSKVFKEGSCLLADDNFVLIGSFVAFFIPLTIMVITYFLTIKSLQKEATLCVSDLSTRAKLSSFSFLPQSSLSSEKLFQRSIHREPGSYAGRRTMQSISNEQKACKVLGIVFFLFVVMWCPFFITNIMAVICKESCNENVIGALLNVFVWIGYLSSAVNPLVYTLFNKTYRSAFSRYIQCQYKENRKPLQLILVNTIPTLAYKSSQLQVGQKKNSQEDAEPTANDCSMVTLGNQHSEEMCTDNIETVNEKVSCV
The depositor's hits bear a star; u = inconclusive; x = not tested or not shown.

The first 2 entries (preview)
SMILES	hiPSC survival	Cardio protect	N-glyco inh	ABCB6 inh MLPCN	Granule exo inh	MC4R antag cAMP	ABHD5-PLIN5 inh	MC4R ag barr	aDG glyco act	HTR2A ag
Cc1ccc(C(=O)OCC(=O)N2C(C)CCCC2C)cc1S(=O)(=O)N1CCCCC1 (stereo unspecified)	0.2	-3	-1	80	0	-6	-1	-0.8	0.1	-2
O=C(NCc1cccc(C(F)(F)F)c1)C1CC(c2cccc(F)c2)=NO1 (stereo unspecified)	-1.0	-7	3	93	-12	6	-5	-0.2	0.0	-4

This part in full, repeating the preview:
SMILES	hiPSC survival	Cardio protect	N-glyco inh	ABCB6 inh MLPCN	Granule exo inh	MC4R antag cAMP	ABHD5-PLIN5 inh	MC4R ag barr	aDG glyco act	HTR2A ag
Cc1ccc(C(=O)OCC(=O)N2C(C)CCCC2C)cc1S(=O)(=O)N1CCCCC1 (stereo unspecified)	0.2	-3	-1	80	0	-6	-1	-0.8	0.1	-2
O=C(NCc1cccc(C(F)(F)F)c1)C1CC(c2cccc(F)c2)=NO1 (stereo unspecified)	-1.0	-7	3	93	-12	6	-5	-0.2	0.0	-4
COc1ccc(C2c3c(ccc4ccccc34)Oc3ncn4nc(Cc5ccccc5)nc4c32)cc1OC (stereo unspecified)	-1.0	-6	-6	98	4	4	0	-1.3	-0.5	7
CCCNC(=O)Nc1cccc(NC(C)=O)c1	0.1	-6	1	102	-1	6	-11	-3.0	-0.1	-1
Cc1ccnc(NC(=O)CSc2ccc3c(c2)OCCO3)c1	0.5	-10	-4	86	0	4	0	-2.6	-0.2	-6
O=C(Cc1ccc(Cl)cc1)Nc1ccc(-c2nnc(-c3ccco3)o2)cc1	0.8	-5	1	92	9	-2	-4	12*	0.2	-6
CCc1ccccc1NC(=O)CSc1nc2ccccc2n1CC(=O)N(C)C	-2.6	3	1	97	-2	9	-5	-2.1	0.1	6
COCCn1c(CN(Cc2ccccc2)Cc2ccccc2)nc2c1c(=O)n(C)c(=O)n2C	2.5	18	-4	97	-4	11	-3	1.5	0.0	-4
O=C(c1cccc(Br)c1)c1nc2ccccc2[nH]c1=O	-2.8	1	0	97	-6	x	-1	x	0.7	3
CCSc1nnc(NC(=O)c2cc(C)nc3ccccc23)s1	1.7	8	3	102	-3	-1	-1	-1.2	-0.2	-2
Cc1csc2ncc(C(=O)Nc3ccccc3Cl)c(=O)n12	-2.1	1	2	95	3	6	1	-0.7	0.0	2
COc1ccc(CNC(=O)[C@H](Cc2c[nH]c3ccccc23)NC(C)=O)cc1OC	-0.5	4	3	98	-7	18	6	0.7	0.0	-3
Cc1ccc(S(=O)(=O)NC2CCCC(C(=O)O)C2)cc1 (stereo unspecified)	-2.8	-4	0	94	1	10	2	1.3	-0.2	1
O=C(NC1CCCCCCC1)c1cccc(Cl)c1	-0.2	-5	-1	99	7	19	6	2.7	0.2	-3
COc1ccccc1N(CC(O)COc1c(C)cc(C)cc1C)S(=O)(=O)c1ccccc1 (stereo unspecified)	0.5	-17	-6	98	7	13	-12	-1.6	0.3	-3
CC#CCN(Cc1ccco1)C(=O)C1CCC(=O)N(Cc2ccccc2F)C1 (stereo unspecified)	-0.2	-8	-1	95	-1	-6	-1	-2.9	0.1	6
CCC(C)(C)NC(=O)C(c1cccn1C)N(C(=O)Cn1nnc2ccccc21)c1ccc(F)cc1 (stereo unspecified)	2.7	3	-2	103	1	-1	-5	-1.1	0.4	0
COc1ccc(CN(C)C(=O)c2cc(-c3ccc(C)cc3C)nc3ccccc23)c(OC)c1OC	1.2	49	-4	81	19	0	3	0.1	-0.3	4
O=C(NCc1cccnc1)c1cccc(OC2CCN(Cc3ccc(CO)o3)CC2)c1	0.0	4	1	94	-3	6	9	-1.4	-0.1	5
CCS(=O)(=O)c1nc(S(=O)(=O)c2ccc(C)cc2)c(N2CC(C)CC(C)C2)s1 (stereo unspecified)	0.1	-3	-3	95	3	-3	2	-2.4	0.2	-3
COc1cc(C2C3=C(CCCC3=O)Nc3[nH]n(-c4ccccc4)c(=O)c32)cc(OC)c1OC (stereo unspecified)	1.1	-1	1	102	0	21	0	1.7	-0.2	-3
Cc1nc2ccc(C(=O)OCc3nnc(-c4ccc(Br)cc4)o3)cc2nc1C	0.9	-4	4	114	0	3	-2	-3.5	0.3	6
COCc1cc(C(C)=O)ccc1OCC(=O)Nc1ccc(NC(C)=O)cc1	-0.3	1	0	96	4	7	-2	-1.4	0.3	-3
CC(=O)c1cccc(NC(=O)CN(C)S(=O)(=O)c2ccc3c(c2)CC(C)N3C(C)=O)c1 (stereo unspecified)	2.5	-3	-2	100	-2	-2	-4	-2.0	0.0	-4
Cc1cc(NC(=O)c2ccc(NC(=O)c3cccs3)cc2)no1	-1.5	27	-2	100	-3	11	4	-2.5	0.2	1
COCCCN1C(=O)C(O)=C(C(C)=O)C1c1cccc(F)c1 (stereo unspecified)	0.0	1	2	90	-2	8	-2	1.4	-0.2	-1
O=C1c2nccnc2C(=O)N1Cc1ccccc1	7.8	8	-1	103	12	-10	-4	0.1	-0.1	6
Clc1ccc(CN2CCN(/N=C/c3ccco3)CC2)cc1	0.9	-8	-2	98	0	-4	0	-1.2	-0.1	-3
CCN(CC(=O)Nc1ccc(OC)cc1)C(=O)c1ccccc1Sc1ccccc1C#N	0.7	1	1	92	-14	5	-1	-3.4	-0.2	2
Cc1cc(C)n2nc(SCn3nnc4ccccc4c3=O)nc2n1	-2.3	6	0	104	0	9	8	1.2	0.5	3
CCn1c(CNC(=O)c2ccco2)nnc1SCC(=O)c1ccccc1	-0.7	4	0	97	3	-5	-10	-1.6	-0.2	-3
CN1CCN(CCNC(=O)Nc2ccc([N+](=O)[O-])cc2)CC1	-0.6	-3	-1	98	-3	21	2	1.1	0.0	-3
Cc1cccc(C=CC(=O)c2ccc(Cl)cc2)c1	1.6	-13	6	94	-2	1	35*	1.2	0.3	11
CCOc1ccccc1CN1CCN(Cc2cc3ccccc3[nH]2)CC1CCO (stereo unspecified)	-1.3	0	-3	103	8	0	5	0.0	0.2	-1
COc1ccc(S(=O)(=O)N2CCCC2CNC(=O)C(=O)Nc2ccc(C)cc2)cc1 (stereo unspecified)	0.1	-6	-3	97	-3	-3	14	-1.4	-0.1	3
Cn1c(SCC(=O)N2c3ccccc3Sc3ccc(Cl)cc32)nnc1-c1ccco1	1.0	14	-4	102	-7	12	12	-1.3	-0.1	-5
CC(C)(C)n1ncc2c(=O)n(CC(=O)Nc3ccc4c(c3)OCCO4)cnc21	4.9	4	0	103	2	3	1	-0.1	0.1	-3
O=C(O)c1cccc2c1-c1ccccc1/C2=N\Nc1ccccc1	-0.5	-1	4	91	8	-1	1	-1.1	0.0	-2
C/C(N)=C(/C#N)C(=O)CSc1nnnn1-c1ccccc1	-1.5	-2	-1	105	-2	7	-5	0.9	-0.5	-2
COc1cnc(-c2ccccn2)nc1NC(C)C	-4.0	28	-15	100	1	-5	2	-3.0	7.1*	-5
Cc1cn([C@H]2C[C@H](O)[C@@H](CNC(=O)[C@@H]3C[C@H](F)CN3)O2)c(=O)[nH]c1=O	0.2	-13	1	94	0	5	-3	0.7	0.0	8
O=C(COc1ccc2c(c1)OCO2)NCc1cccs1	-0.6	10	-1	95	8	-5	2	-0.7	0.1	9
O=C(Cn1nc(C(=O)O)c2ccccc2c1=O)Nc1ccc(Br)cc1	-0.3	28	1	101	-1	4	-2	1.9	-0.2	-8
Cc1ccc(S(=O)(=O)C2(C(=O)NC3CCCC3)CC2)cc1	2.1	6	1	103	-1	11	-5	-1.1	-0.1	1
COc1ccc(S(=O)(=O)CC(=O)Nc2ccccc2Cl)cc1	1.5	8	1	99	0	-2	3	-1.2	-0.3	2
S=C1NCCOCCOCCOCCNC(=S)NCCOCCOCCOCCN1	1.9	6	1	98	5	2	1	-1.7	0.2	10
CCSc1nc2sc3c(c2c(=O)n1CC)CC(C)(C)OC3	8.1	-2	0	98	-1	4	-2	0.9	-0.1	-2
Nc1c(NCCN2CCOCC2)c2ccccc2oc1=O	-0.6	10	2	101	-7	-2	-5	-2.6	0.1	-3
CC(C)c1ccc(C(=O)N2CCCC(c3cc(C(=O)NCc4ccccc4)no3)C2)cc1 (stereo unspecified)	4.5	-14	-3	95	7	10	-1	0.5	0.2	-4
O=C(COc1ccccc1-c1ccccc1)N/N=C/c1ccncc1	-2.0	1	-1	101	2	4	10	1.0	-0.1	-5
Further entries follow.
SMILES	hiPSC survival	Cardio protect	N-glyco inh	ABCB6 inh MLPCN	Granule exo inh	MC4R antag cAMP	ABHD5-PLIN5 inh	MC4R ag barr	aDG glyco act	HTR2A ag
Cc1ccc(/C=C/C(O)=C2/C(=O)N(C)C3(C)CC2c2ccccc2O3)cc1 (stereo unspecified)	-2.2	-7	9	91	1	5	22*	1.8	-0.2	1
CCOC(=O)C1CCN(c2nc3cc(OC)ccc3cc2C#N)CC1	-0.3	-2	2	88	-1	-1	-5	0.5	-0.2	0
Cc1[nH]n(C2=NCCS2)c(=O)c1N=Nc1cccc(C(F)(F)F)c1	-0.2	62*	1	106	26	2	-4	-4.4	4.7	-9
Cc1cc(=O)oc2cc(OCC(O)CN3CCN(c4ccc(F)cc4)CC3)ccc12 (stereo unspecified)	5.5	5	2	99	-5	20	-6	-0.8	0.0	5
O=C(Nc1ccc(F)cc1)N1CCC(c2nc3c(nnn3Cc3ccccc3Cl)c(=O)[nH]2)CC1	0.6	17	6	100	-5	5	3	-0.7	-0.4	-3
COc1cc(/C=N/S(=O)(=O)CCc2ccccc2)cc(OC)c1O	1.0	10	1	104	-8	1	-2	-0.9	-0.2	4
Cc1ccccc1-c1cc2nc(OCC3CCCO3)n(C)c(=O)c2s1 (stereo unspecified)	0.0	-6	2	100	-4	6	-9	1.4	0.3	-4
COc1ccc(C(=O)N(Cc2ccccc2)c2cccc(C)c2)cc1	-0.5	-1	-3	99	-4	11	0	0.8	6.8	-3
CCN(C[C@H]1N[C@@](Cc2ccccc2)(C(=O)OC)[C@H]2C(=O)N(Cc3ccccc3)C(=O)[C@@H]12)C(=O)c1ccccc1	-0.4	13	6	99	u	-2	0	-0.6	0.3	4
CCCCOc1cccc(C(=O)Nc2ccc(S(=O)(=O)Nc3nnc(CC)s3)cc2)c1	-0.6	-6	2	99	12	1	-7	-0.5	0.1	-2
CCCn1c(Cc2ccccc2)nnc1SC(C)C(=O)NC1CC1 (stereo unspecified)	-0.4	4	2	100	6	7	-3	-1.9	-0.3	5
O=c1cc(C2CCCCC2)[nH]c(=O)[nH]1	0.9	2	1	96	-2	3	1	-1.6	0.0	4
Cc1cc(CN(C)C(=O)c2ccc3nc(Cc4ccccc4F)oc3c2)on1	-0.4	2	-4	96	-7	-3	-3	-0.8	0.1	-5
CCc1ccc(NC(=O)C(C)Oc2nnc(-c3cccs3)c(-c3cccs3)n2)cc1 (stereo unspecified)	-2.2	-8	2	84	0	-1	1	-1.6	-0.3	-1
CN(C)c1cccc2c1c(NC(=O)Nc1ccc(F)cc1F)nn2C	-0.7	3	0	96	-5	10	-2	-0.7	0.0	-5

Screening results from PubChem.
